High-throughput results from PubChem BioAssay.
Mito fusion yeast – inhibitors of mitochondrial division or activators of mitochondrial fusion; S. cerevisiae fusion-defective mutant growth rescue, CellTiterGlo 48 h; Potency, µM (titrated, usually from 46.1 µM), without a hit: at the highest dose growth rescue (activation), most hits filed as activators; actives 0.23% (n = 320,000);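 also: potency is read from the fitted curve at half-maximal effect; % of control where 0% means no effect; nearly all actives have a fitted effect of over 45% in size; temperature-sensitive fusion mutants such as fzo1-1 at 37 °C on non-fermentable ethanol glycerol medium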
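Read-out: ATP-based luminescence (CellTiterGlo, 10 min ambient) reporting growth of fusion-defective ts yeast after 48 hours at 37C on glycerol/ethanol YPEG medium in the presence of compound.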
TCR activator – T cell receptor activation; Potency, µM (titrated, usually from 9.22 µM), for the others: at the highest dose activation of IL-2 secretion, actives largely listed as activators; 330,000 tested, under 10 active; primary human leukocytes, anti-CD3, IL-2 HTRF, 48 h; also: % of control where 0% means no effect
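Primary human leukocytes were stimulated with a-CD3 beads plus compounds for 48 hr without co-stimulation; secreted IL-2 was quantified by HTRF using a-IL-2-K (europium cryptate) and a-IL-2-d2, excited at 320nm with acceptor emission read at 665nm.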
TSHR antagonist – blocks TSH signaling through the human TSH receptor. P16473. TSHR-expressing cells, TSH-stimulated cAMP HTRF, 2 h; stronger effect = lower value. activity change, negative = inhibition, % at 11.5 µM. actives 0.2% (n = 330,000). AID 504810;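 active = activity change below a set negative limit, meaning inhibition stronger than a set level, cut at about -70% in these data; inconclusive = activity change between two set negative limits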; also: % is scaled to controls: 0 for no effect and ±100 for the full control effect
Target sequence (P16473 whole entry, looked up): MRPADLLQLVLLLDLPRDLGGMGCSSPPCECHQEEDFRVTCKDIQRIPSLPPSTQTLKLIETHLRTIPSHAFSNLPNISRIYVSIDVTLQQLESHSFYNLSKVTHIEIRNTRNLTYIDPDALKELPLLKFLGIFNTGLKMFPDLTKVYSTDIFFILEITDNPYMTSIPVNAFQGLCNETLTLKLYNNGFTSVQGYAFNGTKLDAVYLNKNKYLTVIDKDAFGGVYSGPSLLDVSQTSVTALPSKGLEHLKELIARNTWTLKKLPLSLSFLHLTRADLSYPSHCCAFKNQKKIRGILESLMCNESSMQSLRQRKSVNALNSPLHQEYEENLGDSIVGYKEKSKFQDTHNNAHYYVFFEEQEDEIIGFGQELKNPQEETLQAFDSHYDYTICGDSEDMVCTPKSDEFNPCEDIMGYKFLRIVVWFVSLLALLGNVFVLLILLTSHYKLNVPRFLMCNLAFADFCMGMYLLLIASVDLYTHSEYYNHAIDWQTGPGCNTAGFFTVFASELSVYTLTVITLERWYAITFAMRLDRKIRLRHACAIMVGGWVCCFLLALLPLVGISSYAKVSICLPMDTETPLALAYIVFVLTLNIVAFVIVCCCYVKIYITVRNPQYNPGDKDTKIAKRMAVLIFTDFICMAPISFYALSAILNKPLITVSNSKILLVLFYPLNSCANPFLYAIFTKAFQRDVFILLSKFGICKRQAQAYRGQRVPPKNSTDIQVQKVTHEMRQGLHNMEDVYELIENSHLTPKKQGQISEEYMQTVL
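Cell-based HTRF cAMP assay; TSHR cells + compound, TSH EC80 (4nM final), 2 h, 37 deg C. Lysis with anti-cAMP cryptate and cAMP-d2, 30 min RT, read 665/620 nm.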
Integrin act MD – integrin-mediated muscular dystrophy alleviation activation. alpha7betagal myoblasts, beta-gal FDG fluorescence, 48 h. Potency, µM (titrated, usually from 38.3 µM), for the others: at the highest dose activation, usual class: activators. actives 0.064% (n = 350,000). AID 624291;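 also: potency is read from the fitted curve at half-maximal effect; 100% = response of the positive control SU9516; nearly all actives have a fitted effect of over 60% in size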
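Alpha7betagal+/- myoblasts (passage 13) were plated 16-24 hr, then exposed to compounds (1:260 dilution of DMSO stock) for 48 hours at 37C. After MPER lysis, β-galactosidase reporter activity was read as FDG fluorescence (ex 480/em 540) after 30 minutes.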
Menin-MLL TR inh – inhibitors of human menin-MLL interaction, mutant MLL peptide. Menin + Texas Red MLL mutant peptide, fluorescence polarization. Potency, µM (top dose mostly 61.6 µM), without a hit: at the highest dose FP activity change, negative = inhibition, most hits filed as inhibitors. actives 0.23% (n = 270,000); active = well fitted inhibition curve with a large enough effect in the polarisation, with a control signal flat, not every such curve was filed as active; inconclusive = small, poorly fitted or top-dose-only effect, or effect the other way, or a change in a side signal; inactive = no such curve, though single readings can be large or run the other way; the % refers to the polarisation; also: potency is read from the fitted curve at half-maximal effect; % of control where 0% means no effect; many of its hits are not listed in these tables
S-ASM inh – blocks human secretory acid sphingomyelinase | actives 0.006% (n = 340,000) | placental ASM, HMU-PC fluorogenic substrate, 60 min | AID 504937 | P17405 | Potency, µM (top dose mostly 57.5 µM), for inactives: at the highest dose activity change, negative = inhibition, actives largely listed as inhibitors; also: potency is read from the fitted curve at half-maximal effect
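Fluorescence read-out (Ex 386 nm, Em 447 nm) after stopping the reaction at pH 10. Enzyme: ASM from human placenta; substrate HMU-PC0, 9 uM final; 60 min, 37 °C. Compound preincubation 10 min, ambient temperature.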
CXXC DNA block – blocks binding of human MLL CXXC domain to DNA; Q03164; actives 0.037% (n = 290,000); AID 2662; MLL-CXXC / FITC-HOXA9 DNA fluorescence polarization; Potency, µM (series often up to 115 µM), inactives show at the top dose activity change, negative = inhibition, usual class: inhibitors; active = well fitted inhibition curve with a large enough effect in the polarisation, with a control signal flat, not every such curve was filed as active; inconclusive = small, poorly fitted or top-dose-only effect, or effect the other way, or a change in a side signal; inactive = no such curve, though single readings can be large or run the other way; the % refers to the polarisation; also: potency is read from the fitted curve at half-maximal effect
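Steps: dispense CXXC domain solution (7 uM) → pin compounds or unlabeled HOX-A9 DNA control → 5 min ambient → add FLSN-HOX-A9 solution (50 nM) → spin → 30 min ambient → fluorescence polarization. Tris pH 7.5/NaCl/DTT/BSA buffer.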
TSG101-PTAP inh – blocks PTAP/TSG101 interaction to inhibit HIV-1 budding; Q99816; Fluorescence polarization, FITC-PTAP peptide / Tsg101 binding; Potency, µM (top dose mostly 115 µM), inactives show at the highest dose activity change, negative = inhibition, most hits filed as inhibitors; 340,000 tested, under 10 active; active = well fitted inhibition curve with a large enough effect in the main read-out, with a control signal flat, not every such curve was filed as active; inconclusive = small, poorly fitted or top-dose-only effect, or effect the other way, or a change in a side signal; inactive = no such curve, though single readings can be large or run the other way; also: potency is read from the fitted curve at half-maximal effect; % of control where 0% means no effect
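Compounds were pin-transferred onto Tsg101 binding domain (10 uM final) in HEPES pH 7.5 buffer, then FITC-PTAP peptide was added at 50 nM final. After 20 min at RT, polarization reported peptide displacement across a qHTS concentration series.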
A-T KAP1 phos – potential ataxia-telangiectasia treatments restoring KAP-1 phosphorylation; […] A-T fibroblasts, KAP-1 phosphorylation AlphaLISA; neocarzinostatin DNA damage 30 min before lysis; Potency, µM (series often up to 57.5 µM), for the others: at the highest dose activation, usual class: activators; actives 0.19% (n = 320,000); also: potency is read from the fitted curve at half-maximal effect; % of control where 0% means no effect; nearly all actives have a fitted effect of over 45% in size
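hTERT-immortalized A-T patient fibroblasts ([…]), 500 cells/well in OPTI-MEM, 1% FBS, got compounds for 60 min, then NCS for 30 min at 37C. Lysates were then assayed for phospho-KAP-1 by AlphaLISA (anti-pKAP1 donor, anti-KAP1 acceptor beads), 6 hr at 25C.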
MBNL1-CUG inh – MBNL1-poly(CUG) RNA binding inhibition | Potency, µM (titrated, usually from 57.5 µM), for inactives: at the highest dose activity change, negative = inhibition, usual class: inhibitors | Q9NR56 | TR-FRET MBNL1-His/biotin-(CUG)12 binding, 665/545 ratio | actives 0.036% (n = 280,000); active = well fitted inhibition curve with a large enough effect in the signal ratio, with a control signal flat, not every such curve was filed as active; inconclusive = small, poorly fitted or top-dose-only effect, or effect the other way, or a change in a side signal; inactive = no such curve, though single readings can be large or run the other way; the % refers to the signal ratio; also: potency is read from the fitted curve at half-maximal effect; % is scaled to controls: 0 for no effect and ±100 for the full control effect
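TR-FRET between His-tagged MBNL1 and biotin-(CUG)12 RNA, detected with Tb anti-His antibody (0.055 ng/ul) and streptavidin-XL665 (5 nM), 60 min at room temperature. Compounds titrated 92 nM to 58 uM; 665/545 nm ratio normalized to buffer and complex controls.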
The depositor's hits bear a star; ? = inconclusive; . = no result given; [ ] = dose if it differs, or a comment. Unless noted, calls follow the shape of the dose curve; as a rule, active = well fitted curve in the direction sought with a large enough effect; inconclusive = small, poorly fitted or top-dose-only effect, or another doubt; inactive = no such curve, though single readings can be large; an effect the other way counts as inactive or inconclusive.

SMILES	Mito fusion yeast	TCR activator	TSHR antagonist	Integrin act MD	Menin-MLL TR inh	S-ASM inh	CXXC DNA block	TSG101-PTAP inh	A-T KAP1 phos	MBNL1-CUG inh
CCn1cc(CNC(=O)c2ccc3nc(Cc4ccccc4F)oc3c2)cn1	6.0%	7.2%	-18.4	-6.8%	3.7%	2.6%	36.1%[activator]	2.8%	7.8%	0.6%
Cn1nnnc1SCC(=O)NC(C)(C)C	-1.9%	1.3%	0.2	-0.8%	0.7%	0.4%	-1.8%	-1.5%	4.2%	-4.1%
O=C1c2ccccc2C(=O)c2c1cccc2N1CCOCC1	1.7%	1.4%	-6.1	-15.0%	?	-12.6%	-3.1%	-2.1%	-14.3%	?
CN(C(=O)c1ccncc1)C1CC(C)(C)N(O)C(C)(C)C1	0.3%	1.0%	6.8	-0.8%	-16.1%	6.8%	2.9%	-1.8%	31.5%	-1.7%
S=C(Nc1ccccc1)Nc1cc(Cl)ccc1Oc1ccccc1	7.1%	-6.1%	3.8	-4.1%	8.5%	-3.1%	4.1%	-4.7%	6.7%	?
CC(=O)NC1C(=O)N=C(SCC(=O)Nc2ccc(C(F)(F)F)cc2Cl)NC1=O (stereo not drawn)	-5.8%	3.5%	-6.5	-1.9%	1.5%	-2.5%	0.5%	-0.8%	0.5%	-1.7%
Cc1ccc2c(C)c(C(=O)N3CCCCC3CO)oc2c1C (stereo not drawn)	-5.9%	5.8%	-4.4	2.3%	-21.8%	-3.1%	-7.1%	0.2%	0.2%	1.4%
COc1ccc(NC(=O)CNc2cc(C)ccc2C)cc1S(=O)(=O)N1CCOCC1	-0.7%	-3.1%	-17.0	10.2%	.	-1.4%	.	-6.9%	1.5%	.
O=C(Nc1nc(-c2cccs2)cs1)C1=COCCO1	4.1%	2.2%[46.1 µM]	-11.0	2.2%	13.3%	-1.7%	9.6%	-1.4%	5.7%	15.6%
Cn1nc(OCCOc2ccccc2)ccc1=O	1.3%	-0.4%	-11.8	-3.9%	-0.5%	1.2%	6.9%	-1.8%	5.7%	-2.6%
CCOCCCN1C(=O)CN(C2CCCCCC2)C(=O)C1c1ccc(OC)cc1 (stereo not drawn)	-9.0%	-7.0%	-17.2	?	-14.6%	1.6%	-6.3%	-8.9%	-0.6%	-26.7%
Cc1ccnc(NC(c2cccnc2)c2ccc3cccnc3c2O)c1 (stereo not drawn)	-5.0%	-7.8%	-7.4	-40.0%	-24.9%	-0.3%	2.2%	-0.1%	-7.4%	13.6%
CCOc1ccc(C(=O)NCc2cccs2)cc1	5.9%	-4.2%	-13.9	10.2%	8.8%	2.5%	3.4%	-3.3%	7.4%	-0.8%
COc1ccc(/C=N/NC(=O)c2ccc(N(C)S(=O)(=O)c3ccccc3)cc2)c(OC)c1	-4.4%	3.0%	2.6	13.4%	4.6%	-0.2%	-6.8%	0.8%	-1.2%	1.5%
C=CCC[C@@H](Cc1ccc(F)cc1)C(=O)OC[C@@H](Cc1ccccc1)NC(=O)[C@H](CC=C)CC(=O)NCCO	.	-1.9%	1.5	0.0%	.	-6.1%	.	-5.8%	8.5%	.
O=C(NC(=S)Nc1ccc(F)cc1)C1CCCCC1	-2.7%	-5.7%	-12.0	-18.7%	.	-1.1%	1.1%	-1.6%	-1.0%	-6.6%
Cc1cc(C(=O)CSc2nnc(-c3ccccc3F)o2)c(C)n1Cc1cccs1	10.2%	-4.9%	-44.2	-30.7%	2.1%	-3.9%	6.9%	-1.0%	2.6%	1.3%
CCC(C)[C@H](NC(=O)[C@H](Cc1ccccc1)n1c(=O)[nH]c2ccccc2c1=O)C(=O)NCC1CCC(C(=O)O)CC1 (stereo partly drawn)	-2.4%	5.0%	0.0	0.6%	3.0%	7.5%	-5.8%	0.1%	-5.6%	0.5%
CC12CCC(C(=O)N(CC(O)CN3CCN(Cc4ccccc4)CC3)C1=O)C2(C)C (stereo not drawn)	-0.1%	-0.6%	-3.3	-30.9%	.	2.7%	-8.1%	-6.3%	0.0%	-1.3%
CNC(=O)c1nc(C)n(-c2ccc(Cl)cc2Cl)n1	-1.4%	4.0%	-5.3	-1.2%	10.2%	-4.7%	-4.4%	-4.5%	-0.6%	.
CSCCC(NC(=O)c1ccco1)C(=O)OCC(=O)N(Cc1ccccc1)C(C)(C)C (stereo not drawn)	2.3%	-14.6%	4.8	9.6%	.	2.0%	.	-4.2%	-1.8%	.
O=C(NCC(=O)N1CCN(c2ccccn2)CC1)c1ccc(Br)o1	1.2%	0.1%	15.9	?	.	0.2%	39.8%[activator]	-0.1%	-7.0%	-5.0%
O=C(Oc1ccccc1F)c1ccc2c(=O)n3c(nc2c1)CCC3	3.3%	-0.2%	-7.7	5.6%	.	0.6%	.	-2.5%	6.2%	.
N=c1n(CCN2CCCC2)c2ccccc2n1CC(O)c1ccco1 (stereo not drawn)	-1.0%	-13.0%	-1.2	12.2%[7.66 µM]	4.8%	0.9%	-7.2%	-1.4%	3.0%	0.9%
CCOc1ccccc1NS(=O)(=O)c1cc2c3c(c1)CC(=O)N3CCC2	2.8%	-3.2%	-7.4	?	-4.4%	0.8%	1.4%	-3.3%	4.6%	-2.7%
CC1CCN(S(=O)(=O)c2ccc(NC(=O)CCNC(=O)c3ccc(Cl)cc3)cc2)CC1	-6.4%	-3.8%	-5.6	-4.3%	.	-0.3%	.	-9.5%	3.6%	.
Cc1sc2c(c1C)c(=O)n(-c1ccc(Cl)cc1)c(=O)n2Cc1cc(=O)n2ccccc2n1	7.9%	10.5%[46.1 µM]	-3.4	30.7%	-0.8%	46.6%	8.1%	-1.7%	1.0%	.
Cc1ccc(Nc2nc(C(=O)N3CCC(C(=O)NC(C)C)CC3)cs2)cc1	5.5%	5.9%	2.2	-2.6%	.	2.6%	-2.2%	-4.6%	7.0%	0.7%
COc1ccc(N(CC(=O)NCC2CCCO2)C(=O)CCC(=O)Nc2nccs2)c(OC)c1 (stereo not drawn)	-2.9%	5.8%	0.2	?	.	7.2%	8.0%	-1.6%	4.3%	2.1%
CC(Sc1ccccc1)C(=O)NN=C1CCN(C)CC1 (stereo not drawn)	2.2%	-4.9%	-0.5	23.2%	-4.2%	-0.9%	-4.1%	0.7%	-3.9%	-5.5%
COc1ccc(C(Sc2ccccc2)c2ccccc2)cc1OC (stereo not drawn)	29.6%	2.0%	8.6	7.2%	.	-3.4%	.	-3.8%	19.3%	.
Cc1cc(NC(=O)CN2C(=O)NC(C)(CCc3ccccc3)C2=O)no1 (stereo not drawn)	9.1%	1.3%	10.4	-11.5%	9.1%	4.1%	3.0%	0.0%	2.2%	-0.9%
CSc1nc2ccccc2cc1/C=C(\C#N)c1cccc(C)c1	1.6%	-1.3%	-8.3	6.9%	31.4%[activator]	71.9%[activator]	-1.1%	-1.0%	4.0%	5.3%
CC(=O)Nc1nc2ccc(C(=O)NC3CCCCC3)cc2s1	-3.2%	0.3%[46.1 µM]	3.7	-16.4%	-4.3%	-3.6%	23.3%	-0.4%	.	-25.1%
CC(C)(C)C(=O)O/N=C(\N)c1c(Cl)cccc1Cl	3.6%	-1.8%	-4.6	-21.7%	.	0.5%	-10.8%	1.4%	2.6%	1.8%
Cn1c(=O)c2c(nc(C3CC4C5CCC(C5)C4C3)n2C)n(C)c1=O (stereo not drawn)	.	4.4%	.	-4.4%	.	2.1%	.	0.7%	.	.
FC(F)(F)c1ccc(N2CCOCC2)c(NC2=NCCCCC2)c1	1.2%	6.0%	-2.1	-12.5%	5.6%	-0.1%	4.4%	-1.3%	2.0%	8.1%
CCCCc1c(C)nc2c(OC)cccc2c1SCCC(=O)O	-1.9%	-5.3%[46.1 µM]	0.7	15.8%	11.5%	8.9%	14.3%	-5.7%	3.9%	11.7%
Cc1ccc(-c2nn(CCC(=O)O)cc2CCC(=O)O)cc1	-1.0%	-1.8%	-4.1	-14.5%	-0.7%	-3.1%	-3.6%	-3.3%	14.3%	3.3%
CCN(CC)CCCN1C(=O)C(O)=C(C(=O)c2ccco2)C1c1ccc(C)o1 (stereo not drawn)	.	-5.7%	.	-35.1%	.	-2.2%	.	-6.9%	.	.

This is a subset; count on the stated rates, not on these rows.
